Source: PubChem
GPR151 ag = activates the human receptor GPR151. 650,000 compounds, 1% hits. activation, % at 11.2 µM. PathHunter beta-arrestin GPR151 cells, luminescence; in the data active means activation above about 4.9%;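 further: 0% = median of compound wells and 100% = cells with positive control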
Target sequence (Q8TDV0 whole entry, looked up): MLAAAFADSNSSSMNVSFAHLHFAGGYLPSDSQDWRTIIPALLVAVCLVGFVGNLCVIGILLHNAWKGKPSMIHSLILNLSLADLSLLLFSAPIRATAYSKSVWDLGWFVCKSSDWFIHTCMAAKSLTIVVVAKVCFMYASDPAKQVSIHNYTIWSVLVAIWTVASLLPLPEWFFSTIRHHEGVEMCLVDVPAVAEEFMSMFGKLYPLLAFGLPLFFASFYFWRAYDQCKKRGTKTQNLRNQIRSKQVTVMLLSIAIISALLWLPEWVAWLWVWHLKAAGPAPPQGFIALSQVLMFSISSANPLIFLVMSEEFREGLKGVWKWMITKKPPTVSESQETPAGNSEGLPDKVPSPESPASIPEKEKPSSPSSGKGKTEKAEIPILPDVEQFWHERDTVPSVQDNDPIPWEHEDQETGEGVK
MITF primary = human MITF inhibition, primary screen; AID 1259374; AlphaScreen MITF homodimerization, bead proximity signal; inhibition, % at 2.6 µM; 650,000 compounds, 0.91% hits; in the data active means inhibition above about 50%;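 further: 0% = vehicle wells with protein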
FBW7 act = activators of human E3 ligase FBW7; Q969H0; AlphaScreen FBW7–phospho-cyclin E peptide binding, activator screen; normalized activity (activation), % at 26.1 µM; 650,000 compounds, 0.13% hits; AID 1259310; in the data active means normalized activity above about 1.9%;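 further: purified mutant Fbw7 with reduced substrate affinity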
Target sequence (Q969H0 whole entry, looked up): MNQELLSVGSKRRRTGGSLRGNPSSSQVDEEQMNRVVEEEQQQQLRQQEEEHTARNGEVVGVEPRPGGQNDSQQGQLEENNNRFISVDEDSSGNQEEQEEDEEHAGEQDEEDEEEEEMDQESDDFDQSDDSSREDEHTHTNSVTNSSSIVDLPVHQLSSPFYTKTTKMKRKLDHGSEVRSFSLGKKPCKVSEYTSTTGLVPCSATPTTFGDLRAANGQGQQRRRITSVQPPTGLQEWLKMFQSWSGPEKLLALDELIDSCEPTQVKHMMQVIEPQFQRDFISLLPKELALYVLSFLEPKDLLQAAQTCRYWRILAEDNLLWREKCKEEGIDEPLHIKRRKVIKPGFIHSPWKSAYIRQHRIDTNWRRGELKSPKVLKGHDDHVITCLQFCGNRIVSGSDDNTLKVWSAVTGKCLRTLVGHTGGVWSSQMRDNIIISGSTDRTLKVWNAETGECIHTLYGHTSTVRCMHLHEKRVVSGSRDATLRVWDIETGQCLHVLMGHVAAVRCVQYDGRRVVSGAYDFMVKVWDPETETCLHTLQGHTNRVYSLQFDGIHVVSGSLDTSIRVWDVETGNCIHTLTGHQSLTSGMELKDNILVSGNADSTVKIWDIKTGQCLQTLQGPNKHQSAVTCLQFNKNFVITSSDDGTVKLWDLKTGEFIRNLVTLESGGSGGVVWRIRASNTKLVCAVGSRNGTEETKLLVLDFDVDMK
TEAD-YAP inh = TEAD-YAP interaction inhibition; HEK-TIYL cells, TEAD-Gal4/YAP UAS-luciferase luminescence; inhibition, % at 9.12 µM; 640,000 compounds, 1.4% hits; in the data active means inhibition above about 32%;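 further: 0% = median of test compound wells and 100% = reference inhibitor wells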
An asterisk follows results filed as active. Compounds were not picked by outcome; any-hit rate near 3.4%.

No.	Compound	GPR151 ag	MITF primary	FBW7 act	TEAD-YAP inh
1	CC(C)(C)c1cn2c3ccccc3nc2n1CCN1CCCC1	0.1	11	0.7	-11
2	CCOC(=O)c1cnc(SC2CC(=O)N(c3ccc([N+](=O)[O-])cc3)C2=O)nc1N (centres undefined)	0.3	3	0.0	-1
3	COc1ccc(OCc2n[nH]c(=S)n2-c2ccccc2F)cc1	3.9	5	-0.1	-5
4	CC(C)c1ccc(S(=O)(=O)NCCCN2CCOCC2)cc1	-2.2	13	0.7	-5
5	COc1cc(C(=O)Nc2ccc(S(=O)(=O)N3CCCC3)cc2)cc(OC)c1OC	-0.9	-5	0.0	10
6	Cc1ccc(C2=C(c3ccc(C)cc3)C3(c4ccccc4)C(=O)C2(c2ccccc2)C2C(=O)N(c4cccc(C(=O)O)c4)C(=O)C23)cc1 (centres undefined)	0.7	3	-0.2	-4
7	CN1C(=O)/C(=C2\SC(=S)N(c3cccc(C(=O)O)c3)C2=O)c2ccccc21	-1.1	-10	0.1	5
8	CCn1cc(S(=O)(=O)CC(=O)Nc2ccc(C)cc2)c2ccccc21	-0.4	9	0.1	-8
9	COc1ccccc1NC(=O)c1sc2ncn(CC(=O)c3ccc(Cl)cc3)c(=O)c2c1C	-1.3	-14	0.0	-5
10	CCC(C)C(NC(=O)c1ccccc1C(=O)NCc1ccc(OC)cc1)C(=O)NCc1ccc(OC)cc1 (centres undefined)	-0.1	5	0.6	-5
11	CC(C)C(=O)OC1(C(F)(F)F)C(=O)Nc2c1ccc1ccccc21 (centres undefined)	1.9	-11	0.1	-1
12	CCN1c2ncccc2C(=O)NC12CCN(C(=O)CCn1ccnc1C)CC2	0.8	4	0.0	7
13	CC(C)N(CCNC(=O)c1csc(N2CCN(c3ccccn3)CC2)n1)C(C)C	-1.0	-4	0.0	-2
14	CC(=O)N1CCc2c(sc(NC(=O)c3nc4ccccc4s3)c2C(N)=O)C1	-0.6	3	-0.2	-17
15	Cc1cc(C(=O)NCCCc2ccccc2)cs1	-0.4	5	-0.2	-35
16	O=C1NC2=C(C(=O)OC2)C(c2ccc(O)cc2)N1 (centres undefined)	-0.1	12	0.6	8
17	C=CCN1C(=O)C[n+]2ccccc2C1(C)C(=O)Nc1c(C)cccc1C (centres undefined)	-1.3	4	0.3	-4
18	CC(NC(=O)Cn1c(=O)oc2cc(S(=O)(=O)NC3CCCC3)ccc21)c1ccccc1 (centres undefined)	-0.6	4	0.1	-6
19	CCN(CC)c1ccc(/C=C2/N=C(c3cc(OC)c(OC)c(OC)c3)OC2=O)cc1	-2.8	15	0.1	6
20	COc1ccc(/C=C(\C#N)C(=O)NC(=O)Nc2cccc(Cl)c2)cc1	-0.3	3	0.1	-12
21	O=C1c2cccc3cccc(c23)C(=O)N1CCS(=O)(=O)OCC(F)(F)C(F)F	0.0	8	0.0	6
22	O=C(CSCC(=O)Nc1ccccc1)CSCC(=O)Nc1ccccc1	0.9	-6	-0.1	0
23	Cc1ccc(-n2c(SCC(=O)N3CCCC3)nc3c(sc(=S)n3-c3ccc(Cl)c(C)c3)c2=O)cc1	0.3	8	0.0	3
24	CCCOC(=O)CSc1nc(N)c(C#N)c(-c2ccc(C)cc2)c1C#N	0.1	13	0.1	-2
25	CC1=C(C(=O)Nc2ccccc2Cl)C(c2cccc(Cl)c2)NC(=O)N1 (centres undefined)	0.0	19	0.4	8
26	COc1cc(C(=O)N2c3ccccc3NC3=C(C(=O)CC(c4ccc(C(C)(C)C)cc4)C3)C2c2ccc(F)cc2)cc(OC)c1OC (centres undefined)	0.8	-12	0.0	4
27	O=C(NC1CCCC1)C(c1cccnc1)N(Cc1ccccc1)C(=O)c1csnn1 (centres undefined)	-0.4	-6	0.1	3
28	CCOC(=O)c1nnn(C(CC)C(=O)Nc2cc(OC)ccc2OC)c1C(=O)OCC (centres undefined)	2.5	2	-0.1	13
29	O=c1c2ccccc2nc2n1-c1ccccc1CCC2	0.0	8	-0.3	-5
30	COC(/N=C/c1c(C)[nH]n(-c2ccccc2)c1=O)(OC)OC	-0.1	2	0.1	-1
31	COc1ccc2c(CC(=O)Nc3sc4c(c3C(N)=O)CCC4)coc2c1	-0.4	43	-0.2	0
32	CCc1ccc(N=c2c([N+](=O)[O-])nn(-c3ccc4c(c3)OCCO4)n2O)cc1	0.0	12	-0.5	-1
33	CCC(C(=O)O)N1C(=O)C(C)Oc2ccccc21 (centres undefined)	-0.8	-6	-0.1	1
34	O=C(CN(C1CCCCC1)S(=O)(=O)c1ccc(Cl)cc1)Nc1ccc2c(c1)OCCO2	1.1	-7	0.0	3
35	CCOC(=O)c1cc(CC)sc1NC(=O)COC(=O)c1cc[n+]([O-])cc1	-1.7	7	0.0	-2
36	O=C(c1cnc(N2CCN(c3ncccn3)CC2)c2ccccc12)N1CCOCC1	0.4	-5	0.0	3
37	CC[C@@H]1NC(=O)[C@H]2CN(C(=O)c3ccc(C)c(F)c3)CCN2C1=O	0.4	-6	-0.2	10
38	CCCCSc1nnc(C)n1Cc1ccccc1	3.4	-2	0.0	7
39	COc1ccccc1N1C(=O)c2cccc3cccc(c23)C1=O	-0.6	3	0.0	3
40	O=C(Nc1ccccc1)c1ccc2nc(N3CCN(Cc4ccc5c(c4)OCO5)CC3)sc2c1	4.1	-11	-0.1	-42
41	CN(Cc1ccc(OC2CCN(C(=O)c3ccoc3)CC2)cc1)Cc1cnn(C)c1	1.5	-1	0.0	0
42	Cc1ccc(-c2n[nH]c3c2C(c2ccc([N+](=O)[O-])cc2)N(c2ccc(F)cc2)C3=O)cc1 (centres undefined)	0.6	4	-0.1	4
43	CCOC(=O)C1CCCN(C(=O)CN2Cc3cc(C)ccc3OC(c3ccsc3)C2)C1 (centres undefined)	1.1	3	0.1	-9
44	CCCCC(=O)N1c2ccccc2NC2=C(C(=O)CCC2)C1c1ccc(F)cc1 (centres undefined)	0.1	-6	0.1	-1
45	O=C(COc1ccc(F)cc1)Nc1ccc(S(=O)(=O)Nc2nccs2)cc1	1.9	9	0.0	-5
46	CCC(C(=O)N1CCN(C)CC1)n1sc2ccccc2c1=O (centres undefined)	0.7	15	0.1	-1
47	Cc1ccccc1C(=O)O/N=C(\N)c1cccc(Br)c1	-0.3	4	0.0	-10
48	COc1ccc(/C=C/C(=O)Nc2ccc(S(=O)(=O)N3CCC(C)CC3)cc2)cc1OC	2.0	-18	-0.2	2
49	Cc1ccc(-c2nc3ccccc3o2)cc1NC(=O)CC(C)C	1.0	0	0.0	-18
50	Cc1nn(C(=O)c2c(Cl)cnn2C)c(C)c1Br	-0.5	3	0.2	-5

(listing goes on)
No.	Compound	GPR151 ag	MITF primary	FBW7 act	TEAD-YAP inh
51	COC(=O)c1ccc(C(=O)N=c2sc3cc(F)ccc3n2C)cc1	1.0	1	0.1	-2
52	COc1ccc(-c2csc(NC(=O)c3ncoc3-c3cccs3)n2)cc1OC	0.0	-16	0.2	1
53	COc1cc(C(=O)NCC(=O)OCc2ccc(C(C)(C)C)cc2)cc(OC)c1OC	1.9	9	0.3	11
54	COc1ccc(CN2CC[C@H]3[C@H](CCC(=O)N3CCCN3CCCC3=O)C2)cc1	-0.7	-3	0.1	3
55	CC(C)(CO)NCC(O)COc1ccc2c(c1)CCC2 (centres undefined)	-2.5	7	0.0	4
56	CCOC(=O)c1c(NC(=O)/C=C/C(=O)O)sc2c1CC(C)(C)OC2	0.6	0	-0.1	8
57	CSc1nc(N(C)C)nc(N2CC(=O)N(CCNS(=O)(=O)c3ccc(C)cc3)C2=N)n1	0.2	-7	-0.1	2
58	COc1ccc(OC)c(NC(=O)C2CCCC2)c1	0.4	8	25*	-3
59	O=C(CN1C(=O)[C@@H]2CCCN2C(=O)c2ccccc21)N1CCCCCC1	0.2	-1	-0.1	-2
60	Cn1c(=O)c2c(nc3n(Cc4ccco4)c(-c4ccc(F)cc4)cn23)n(C)c1=O	1.0	6	0.0	7
61	Cc1cc(C(F)(F)F)c2c(N)c(C(=O)Nc3ccccc3)sc2n1	-1.0	-6	0.2	-85
62	COC(=O)C1=C(C)NC(=S)NC1c1ccc(OC(C)C)cc1 (centres undefined)	-1.3	16	-0.1	4
63	Cc1ccc(-c2nnc(SCC(=O)Nc3ccccc3)c3ccccc23)cc1S(=O)(=O)N1CCOCC1	2.0	9	-0.2	-23
64	CCOc1ccc(C(=O)N2CCN(Cc3ccc4c(c3)OCO4)CC2)cc1OCC	2.6	7	-0.1	16
65	COc1cc(/C=C(\C#N)C(=O)NC(C)c2ccccc2)ccc1O (centres undefined)	-0.8	8	0.0	-9
66	CCC(C)NC(=S)Nc1ccccc1C (centres undefined)	-1.0	-10	0.0	4
67	Cn1cc(-c2ccc3cnc(Nc4ccncc4)c(Cl)c3c2)cn1	0.0	24	0.6	-12
68	O=C1OC(c2ccc(-c3ccccc3)cc2)=N/C1=C\c1ccc(Cl)cc1	-0.5	7	-0.1	-5
69	CCOC(=O)c1c(NC(=S)SC)sc(C(=O)N2CCc3ccccc3C2)c1C	1.2	2	-0.1	2
70	CCCCc1ccc(NS(=O)(=O)c2ccc3c(c2)OCCO3)cc1	2.3	-6	0.4	10

Some of the entries so far, with one line to a screen.
69	CCOC(=O)c1c(NC(=S)SC)sc(C(=O)N2CCc3ccccc3C2)c1C
70	CCCCc1ccc(NS(=O)(=O)c2ccc3c(c2)OCCO3)cc1
compound no.,69,70
GPR151 ag,1.2,2.3
MITF primary,2,-6
FBW7 act,-0.1,0.4
TEAD-YAP inh,2,10

(more compounds)
No.	Compound	GPR151 ag	MITF primary	FBW7 act	TEAD-YAP inh
71	O=S(=O)(NCc1ccncc1)c1cccc(S(=O)(=O)NC2CC2)c1	1.6	-1	0.2	19
72	CC(=O)N1CCc2cc(Br)cc(S(=O)(=O)NCCCN3CCCCCC3)c21	0.0	13	0.1	4
73	Cc1nn(C)c(C)c1S(=O)(=O)NC1CCCCCC1	-1.3	14	-0.1	8
74	Cc1ccc(C)c(SCC(=O)OCC(=O)NCc2ccccc2)c1	0.2	-6	0.0	-1
75	Cc1ccc(N2CC(c3nc(-c4ccccc4F)no3)CC2=O)cc1 (centres undefined)	0.9	1	0.1	-6
76	Cn1c(Nc2nc(NCCO)c3ncn(Cc4ccc(C(F)(F)F)cc4)c3n2)nc2ccccc21	0.4	18	-0.1	1
77	O=C(CN1C(=O)c2ccccc2C1=O)Nc1cccc(-c2cnc3ccccc3n2)c1	-0.9	-20	1.1	-8
78	CC1=C(C)CC(C(=O)c2ccccc2)C(C(=O)O)C1 (centres undefined)	-0.5	1	0.1	3
79	O=C(Cn1c2c(c(=O)n(C3CCCCC3)c1=O)CCC2)Nc1nc2ccccc2[nH]1	-0.5	-29	-0.3	9
80	CCOc1ccc2[nH]c(O)c(N=NC(N)=S)c2c1	-1.2	-1	-0.3	4
81	Nc1nnc(SCc2ccccc2F)s1	0.7	9	0.6	-8
82	CCCCOC(=O)c1cccc(NC(=O)c2cc(OC)c(OC)c(OC)c2)c1	1.3	13	1.6	10
83	Cc1ccc(C23CC4CC(CC(C(=O)N5CCCCC5)(C4)C2)C3)cc1	1.9	6	-0.2	-2
84	CCOc1ccc(-n2c(SCC(=O)Nc3ccc(F)cc3)nc3sc4c(c3c2=O)CCCC4)cc1	0.4	1	-0.1	1
85	O=C(c1cccc([N+](=O)[O-])c1)n1nnc2ccccc21	1.3	2	0.0	6
86	Cc1ccc(CNCc2ccncc2)cc1	-0.2	11	0.2	11
87	N#C/C(=C(/O)COC(=O)COc1ccc(C#N)cc1)c1nc2ccccc2s1	1.7	-7	-0.1	-23
88	Cc1ccc(Nc2nc(N3CCCC3)nc3c2cnn3C)c(C)c1	1.9	-4	-0.1	1
89	O=C(Nc1ccccc1F)c1cc(F)c(F)cc1Cl	0.0	10	0.1	-3
90	CCNC(=O)/C(=C\c1ccccc1)NC(=O)c1ccc(C)cc1	-0.6	5	0.7	-2

From no. 79 as far as 90, copied from above:
No.	Compound	GPR151 ag	MITF primary	FBW7 act	TEAD-YAP inh
79	O=C(Cn1c2c(c(=O)n(C3CCCCC3)c1=O)CCC2)Nc1nc2ccccc2[nH]1	-0.5	-29	-0.3	9
80	CCOc1ccc2[nH]c(O)c(N=NC(N)=S)c2c1	-1.2	-1	-0.3	4
81	Nc1nnc(SCc2ccccc2F)s1	0.7	9	0.6	-8
82	CCCCOC(=O)c1cccc(NC(=O)c2cc(OC)c(OC)c(OC)c2)c1	1.3	13	1.6	10
83	Cc1ccc(C23CC4CC(CC(C(=O)N5CCCCC5)(C4)C2)C3)cc1	1.9	6	-0.2	-2
84	CCOc1ccc(-n2c(SCC(=O)Nc3ccc(F)cc3)nc3sc4c(c3c2=O)CCCC4)cc1	0.4	1	-0.1	1
85	O=C(c1cccc([N+](=O)[O-])c1)n1nnc2ccccc21	1.3	2	0.0	6
86	Cc1ccc(CNCc2ccncc2)cc1	-0.2	11	0.2	11
87	N#C/C(=C(/O)COC(=O)COc1ccc(C#N)cc1)c1nc2ccccc2s1	1.7	-7	-0.1	-23
88	Cc1ccc(Nc2nc(N3CCCC3)nc3c2cnn3C)c(C)c1	1.9	-4	-0.1	1
89	O=C(Nc1ccccc1F)c1cc(F)c(F)cc1Cl	0.0	10	0.1	-3
90	CCNC(=O)/C(=C\c1ccccc1)NC(=O)c1ccc(C)cc1	-0.6	5	0.7	-2

The list continues:
No.	Compound	GPR151 ag	MITF primary	FBW7 act	TEAD-YAP inh
91	O=C(O)CCNc1nc2ccccc2s1	0.0	1	0.1	42*
92	CC[C@H](C)[C@@H]1NC(=O)[C@@H]2C[C@H](NC(=O)c3sccc3Cl)CN2C1=O	0.0	-7	0.1	1
93	CCOC(=O)c1cc[n+](CC(=O)c2cccs2)cc1	-0.8	12	0.7	-10
94	CC(C)N(CCNc1cc(Nc2nccc3ccccc23)nc(N)n1)C(C)C	-1.8	-2	0.3	-14
